DT40 TDP1 CPT = DT40-hTDP1 cell growth loss with CPT; chicken DT40 Tdp1-/-;hTDP1 cells + 20 nM CPT, ATP luminescence, 48 h; Potency, µM (doses to about 46.2 µM), for inactives: top-dose activity change, negative = growth inhibition, actives largely listed as inhibitors; hit rate 12% among 420,000; AID 686979; note: nearly all actives have a fitted effect of over 55% in size
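Cell growth measured by CellTiter-Glo luminescence after a minimum 48 h, 37 C compound exposure with 20 nM CPT in Tdp1-knockout DT40 cells stably expressing hTDP1, seeded 400/well; qHTS titration format.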
TDP1 cell noCPT = qHTS for Inhibitors of human tyrosyl-DNA phosphodiesterase 1 (TDP1): qHTS in cells in absence of CPT | DT40 Tdp1-/- hTDP1 cells, no CPT, ATP luminescence, 48 h | Potency, µM (doses to about 46.2 µM), inactives show at the highest dose activity change, negative = growth inhibition, usual class: inhibitors | hit rate 15% among 420,000 | AID 686978, 2013; note: nearly all actives have a fitted effect of over 55% in size
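Stably hTDP1-transfected Tdp1-null chicken DT40 cells were treated with library compounds minus camptothecin and grown for at least 48 hr at 37 °C, after which cellular ATP was quantified by luminescence.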
KAT2A inh = inhibitors of human GCN5L2 histone acetyltransferase; AID 504327; Potency, µM (titrated, usually from 58.9 µM), for the others: at the top dose activity change, negative = inhibition, usual class: inhibitors; hit rate 0.21% among 390,000; GCN5L2 HAT assay, ThioGlo1 CoA-SH fluorescence
Target sequence (Q92830 whole entry, looked up): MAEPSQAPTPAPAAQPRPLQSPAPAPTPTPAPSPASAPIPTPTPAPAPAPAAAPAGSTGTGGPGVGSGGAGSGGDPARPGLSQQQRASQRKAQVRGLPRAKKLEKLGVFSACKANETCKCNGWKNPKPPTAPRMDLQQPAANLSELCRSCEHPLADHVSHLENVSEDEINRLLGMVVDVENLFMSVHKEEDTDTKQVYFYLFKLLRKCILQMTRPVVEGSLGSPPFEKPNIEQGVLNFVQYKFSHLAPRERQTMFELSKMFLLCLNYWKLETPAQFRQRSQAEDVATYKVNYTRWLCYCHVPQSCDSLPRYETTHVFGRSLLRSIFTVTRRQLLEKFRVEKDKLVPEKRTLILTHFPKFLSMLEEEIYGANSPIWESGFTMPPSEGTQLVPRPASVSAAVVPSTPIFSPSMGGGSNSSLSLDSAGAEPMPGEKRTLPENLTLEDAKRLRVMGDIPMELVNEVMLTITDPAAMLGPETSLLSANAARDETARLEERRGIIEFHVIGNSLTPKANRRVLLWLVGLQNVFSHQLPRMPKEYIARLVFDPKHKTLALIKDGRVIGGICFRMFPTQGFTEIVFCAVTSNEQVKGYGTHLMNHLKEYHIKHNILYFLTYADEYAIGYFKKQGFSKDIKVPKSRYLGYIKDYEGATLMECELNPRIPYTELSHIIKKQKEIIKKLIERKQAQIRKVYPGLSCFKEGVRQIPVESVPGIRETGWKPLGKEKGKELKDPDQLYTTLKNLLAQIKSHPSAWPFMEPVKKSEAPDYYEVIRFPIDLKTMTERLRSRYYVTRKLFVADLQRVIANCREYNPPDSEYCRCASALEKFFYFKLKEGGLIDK
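qHTS, 1536-well. 20nM enzyme, pH 7.5 HEPES/EDTA/Tween-20 buffer; 15 min compound preinc., RT. Start: 75uM H3(1-25), 70uM AcCoA, 50uM ThioGlo1. Read Ex340/Em540 at t=0 (autofluorescence flag) and t=20 min.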
An asterisk follows results filed as active; ? = inconclusive; / = no result given; & = joins results of further samples; [ ] = dose if it differs, or a comment. Calls come from the whole dose curve; as a rule, active = well fitted curve in the direction sought with a large enough effect; inconclusive = small, poorly fitted or top-dose-only effect, or another doubt; inactive = no such curve, though single readings can be large; an effect the other way counts as inactive or inconclusive. % is set by controls: 0 for no effect and ±100 for the full control effect; potency is the fitted concentration of half-maximal effect.

SMILES	DT40 TDP1 CPT	TDP1 cell noCPT	KAT2A inh
COc1ccccc1CNC(=O)C(=O)NCC1OCCN1S(=O)(=O)c1ccc2c(c1)OCCO2 (stereo not given)	-20%	-20%	-1%
O=c1ccn(Cc2ccccc2Cl)cc1	1%	-8%	-2%
CN(CC(=O)NCc1ccccn1)S(=O)(=O)c1ccccc1	-19%	-11%	-16%
COCc1c(C(=O)N/N=C(/C)c2ccc(OCc3ccccc3)cc2)nnn1-c1nonc1N	-12%	33%[activator]	-7%
CC(C)(C)n1nnnc1C(c1cccc(C#N)c1)N1CCCCCC1 (stereo not given)	?	16µM*	3%
COCCN(C(=O)CSc1nnc(-c2cccc(C)c2)n1C)c1c(N)n(Cc2ccccc2)c(=O)[nH]c1=O	3%	-15%	0%
CCc1nc2c(OCc3ccc(Cl)cc3)cccn2c1N(C)C(=O)c1ccco1	16µM*	21µM*	/
CC1(C(=O)NC2CCCC2)CCC(=O)N1CCCn1ccnc1 (stereo not given)	-12%	-1%	/
Cc1ccc(C(c2sc3nc(-c4ccco4)nn3c2O)N2CCN(c3ccc(F)cc3)CC2)cc1 (stereo not given)	-1%	-8%	-3%
Cc1ccc(NC(=O)CNC(=O)c2cccs2)nc1	-5%	-9%	-7%
O=C(O)CN1C(=O)C(=O)N(Cc2cccc(F)c2)C1=O	0%	-13%	8%
CCCN1Cc2cccc(C(=O)Nc3ccc(C(C)=O)cc3)c2C1=O	-5%	-7%	2%
Cc1ccccc1OCc1nnc(SC(C)C(=O)O)n1-c1ccccc1 (stereo not given)	-11%	5%	/
O=c1cc(CO)oc(CN2CCN(CCO)CC2)c1O	-18%	-9%	0%
COc1ccc(OC)c(C(c2nnnn2CC2CCCO2)N2CCN(C)CC2)c1 (stereo not given)	-2%	-2%	-7%
CC(CCN1CCN=C1N(C)C)c1ccccc1 (stereo not given)	-2%	-10%	-2%
CC(C)CNC(=O)CC(=O)N/N=C/c1cccs1	-20%	-12%	1%
COc1ccc(C(=O)N/C(=C\c2cn(S(=O)(=O)N(C)C)c3ccccc23)C(=O)N2CCN(C)CC2)cc1	-19%	20%	-7%
CC[C@H](C)C(C(=O)N1CCN(C(=O)OC(C)(C)C)CC1)n1cc(C(CO)NC(=O)OC(C)(C)C)nn1 (stereo not given in full)	?	?	0%
CC[C@@]1(C(=O)OC)N[C@H](CN(C)S(=O)(=O)c2ccc(C(C)(C)C)cc2)[C@@H]2C(=O)N(Cc3ccccc3)C(=O)[C@@H]21	?	?	-1%
Cc1ccc(-c2ccccc2)n1-c1cccc(C(=O)O)c1	4%	4%	1%
CC(C)NC(=O)c1ccc(Sc2ccccc2)c([N+](=O)[O-])c1	11%	-6%	-7%
CCc1ccc(NC(=O)Cn2cnc3nc4c(cc3c2=O)CCCC4)cc1	-28%	?	9%
COc1ccc(OCCCN2CCCCCC2)cc1	?	?	-15%

6 of the compounds above, in markdown.
| structure | DT40 TDP1 CPT | TDP1 cell noCPT | KAT2A inh |
| --- | --- | --- | --- |
| CC[C@H](C)C(C(=O)N1CCN(C(=O)OC(C)(C)C)CC1)n1cc(C(CO)NC(=O)OC(C)(C)C)nn1 (stereo not given in full) | ? | ? | 0% |
| CC[C@@]1(C(=O)OC)N[C@H](CN(C)S(=O)(=O)c2ccc(C(C)(C)C)cc2)[C@@H]2C(=O)N(Cc3ccccc3)C(=O)[C@@H]21 | ? | ? | -1% |
| Cc1ccc(-c2ccccc2)n1-c1cccc(C(=O)O)c1 | 4% | 4% | 1% |
| CC(C)NC(=O)c1ccc(Sc2ccccc2)c([N+](=O)[O-])c1 | 11% | -6% | -7% |
| CCc1ccc(NC(=O)Cn2cnc3nc4c(cc3c2=O)CCCC4)cc1 | -28% | ? | 9% |
| COc1ccc(OCCCN2CCCCCC2)cc1 | ? | ? | -15% |

(listing goes on)
SMILES	DT40 TDP1 CPT	TDP1 cell noCPT	KAT2A inh
CN1CCN(c2ncc3c(n2)CCN(Cc2ccccc2Cl)C3)CC1	?	?	-1%
CC(NC(=O)c1ccncc1)c1ccccc1 (stereo not given)	-3%	18%	-18%
Cc1cc(=O)oc2c3c(cc(OCC(=O)Nc4cccnc4)c12)OC(C)(C)CC3	-2%	-24%	-6%
CS(=O)(=O)c1ccc(Cl)c(NC(=O)CSC(=S)N2CCCC2)c1	-18%	-17%	/
Cc1ccc(N(C(C)C(=O)Nc2cc(Cl)ccc2Oc2ccccc2)S(C)(=O)=O)cc1 (stereo not given)	?	?	2%
O=C1C(=Cc2cccc(Cl)c2)Cc2ccccc21	?	?	/
COc1ccc(Cl)cc1NC(=O)N1CCN(C2CCCCC2)CC1	-5%	-22%	-2%
O=C(CCC(=O)N1CCOCC1)c1ccc(F)cc1	6%	-1%	1%
O=C(NCCCCc1ccccc1)C1CC(c2ccccc2[N+](=O)[O-])=NO1 (stereo not given)	?	?	2%
O=C1OCCN1C(=O)[C@H]1[C@H](c2ccc([N+](=O)[O-])cc2)C(c2cccc(Cl)c2)=NN1c1ccc(Br)cc1	?	?	-14%&-15%
COc1ccc(CNC(=O)CN(c2ccccc2)S(=O)(=O)N(C)C)cc1	-13%	-12%	-16%&-5%
CCN(CC(=O)NCc1ccc(Cl)cc1)C(=O)CSc1ccc(Br)cc1	?	?	-7%

A different layout for some results above.
Molecule,DT40 TDP1 CPT,TDP1 cell noCPT,KAT2A inh
O=C1OCCN1C(=O)[C@H]1[C@H](c2ccc([N+](=O)[O-])cc2)C(c2cccc(Cl)c2)=NN1c1ccc(Br)cc1,?,?,-14%&-15%
COc1ccc(CNC(=O)CN(c2ccccc2)S(=O)(=O)N(C)C)cc1,-13%,-12%,-16%&-5%
CCN(CC(=O)NCc1ccc(Cl)cc1)C(=O)CSc1ccc(Br)cc1,?,?,-7%

(next part)
SMILES	DT40 TDP1 CPT	TDP1 cell noCPT	KAT2A inh
COCCNc1nc(NCc2ccc(NC(C)=O)cc2)c2sccc2n1	10%	-6%	/
Cc1cc(C(=O)COC(=O)CN(C)S(=O)(=O)c2ccc(Cl)cc2)c(C)n1Cc1cccs1	-12%	-27%	-8%
Cc1ccc(C(=O)N(Cc2nc3ccccc3c(=O)[nH]2)C2CCCC2)cc1	13µM*	?	4%
CC(=O)Nc1ccc(OCc2cn(CC(=O)c3ccc(O)cc3)nn2)cc1	-15%	-12%	/
O=C1N(c2ccc(Cl)cc2)C(c2ccc(Cl)cc2)N2CCCN12 (stereo not given)	8%	-6%	-7%
CC(C)Cc1nnc(NC(=O)CN2C(=O)c3ccccc3C2=O)s1	2%	-21%	-5%
CCc1ccc(C(=O)NN(C(=O)c2ccc(CC)cc2)C(C)(C)C)cc1	?	?	1%
COc1cccc2c1C(=O)c1c(O)c3c(c(O)c1C2=O)CC(O)(C(C)=NNC(=O)c1ccc(Cl)c(Cl)c1)CC3OC1CC(N)C(O)C(C)O1 (stereo not given)	0.16µM*	0.16µM*	/
O=C(c1ccc(N2CCCC2=O)cc1)N1CCOCC1	1%	5%	-17%
CCN1CCN(Cc2ccc(NC(=O)c3ccc(C)c(NC(=O)c4ccno4)c3)cc2C(F)(F)F)CC1	13µM*	6.5µM*	-1%
COc1ccc(CCNC(=O)Cn2cc(S(=O)(=O)Cc3ccccc3Cl)c3ccccc32)cc1OC	?	?	-3%
CCOC(=O)N1CCc2c(sc(NCc3ccc(N(C)C)cc3)c2C(=O)Nc2ccc(OC)cc2)C1	21µM*	?	-6%
O=C(Nn1c(SCc2cccc([N+](=O)[O-])c2)nc2ccccc2c1=O)c1ccccc1	-3%	?	-11%
Cc1ccc(S(=O)(=O)NC(C)(C)CN2CCc3ccccc3C2)cc1	?	?	-6%
O=C(CN1CCOCC1)Nc1ccccc1F	-3%	10%	-12%
Cc1ccc(CNC(=O)C(CC(C)C)N2Cc3ccccc3C2=O)cc1 (stereo not given)	?	?	-3%
CC1CS(=O)(=O)CCN1/N=C/c1ccc([N+](=O)[O-])o1 (stereo not given)	-9%[21.1 µM]	?	/
Cc1ccc(OCC(=O)NNC(=O)C(=O)NC(C)(C)C)cc1	-13%	-21%	-2%
Cc1ccc2nc(SCC(=O)N3CCC(Cc4ccccc4)CC3)nc(=O)n2c1	?	?	-10%
CN(CCC#N)c1ccc(C=C(C#N)c2cccc(C(F)(F)F)c2)cc1	16µM*	23µM*	/
COc1ccc(/C=N/Nc2cc(N3CCOCC3)nc(C)n2)c(OC)c1	?	21µM*	-10%
COCCCNC(=O)CNC(=S)N(Cc1ccccc1F)C1CCCCC1	-17%	-8%	-5%
CC(C)=NOc1nc(N2CCOCC2)nc(N2CCOCC2)n1	7%	-5%	2%
COc1cccc(C(=O)NCCCc2ccccc2)c1OC	-16%	-29%	/
Cc1nc2ccccc2c(=O)n1NCc1cccs1	-22%	?	-13%
O=C(NC1CC1)c1ccc(Cn2c(SCc3ccc(F)cc3)nc3cccnc32)cc1	-30%	-29%	-7%
c1ccc(C2=Nc3ccccc3NC(c3ccccc3)C2)cc1 (stereo not given)	?	15µM*	4%
CCN(C(=O)CSc1nc2ccc(OC)cc2[nH]1)c1c(N)n(Cc2ccccc2)c(=O)[nH]c1=O	30%	5%	-2%
Cc1ccc(C(C)(C)C)c(OCCN2CCCC2)c1	3%	?	-2%
CSc1ccc(CN2CCC2(C)C(=O)NC2CCN(Cc3ccccc3)CC2)cc1 (stereo not given)	26µM*	18µM*	/
CCCSCCCNC(=O)c1cc2n(n1)CCCN(Cc1ccc(C)cc1)C2=O	18µM*	?	4%
Cc1nc2sc(C(c3ccccc3)N3CCN(CCO)CC3)c(O)n2n1 (stereo not given)	7%	7%	-2%
CCc1nc2oc(C(=O)c3ccccc3)c(N)c2c2c1COC(C)(C)C2	-9%	-18%	-2%
Fc1ccccc1CSc1ccc(-c2ccco2)nn1	-22%	?	-11%
COc1ccc(NC(=O)CN(C)CC(=O)Nc2cccc(F)c2)cc1S(=O)(=O)N1CCCCC1	?	?	/
Cc1ccc2oc3c(c(=O)c2c1)C(c1ccc(O)cc1)N(CCCN(C)C)C3=O (stereo not given)	-11%	15%	5%
C[C@@H]1COC(=O)[C@@H](Cc2ccc(F)cc2)C/C=C\C[C@H](CC(=O)N(CCO)Cc2ccccc2)C(=O)N1	?	?	-2%
COc1ccc2c(c1OC)C[N+]1([O-])CCc3cc4c(cc3C1C2)OCO4 (stereo not given)	-6%	-9%	1%
Cc1ccc(-n2c(=O)c3c4c(sc3n(Cc3ccccc3C)c2=O)CCC4)cc1C	-18%	-11%	-4%
O=C(c1cc2ccccc2cc1O)N1CCN(c2ccccn2)CC1	?	?	-9%
CC(=O)C1=C(O)C(=O)N(c2cccc(C(=O)O)c2)C1c1ccc(F)cc1 (stereo not given)	-3%	11%	17%
Cc1cc(CNC(=O)c2cnn(-c3ncc4c(n3)-c3ccccc3CCC4)c2C2CC2)on1	-6%	?	/
CCOC(=O)c1ccc(CN(Cc2ccc(F)cc2)S(=O)(=O)c2ccc(F)cc2)cc1	-15%	?	2%
Cc1ccc(Cl)cc1N1CCN(CCCNC(=O)C2COc3ccccc3C2)CC1 (stereo not given)	3.3µM*	3.7µM*	-5%
CCN1CCN(CCOc2ccccc2OCc2ccccc2)CC1	?	?	2%
COc1ccccc1CCN1CCCC(CN(C)Cc2ccc(OCCO)cc2)C1 (stereo not given)	?	?	1%
CC(=NOC(=O)C1CCCCC1)c1nccs1	29%	4%	/
O=C(OCc1ccc([N+](=O)[O-])cc1)c1ccccn1	7%	-1%	-1%
COc1ccccc1N1CCN(Cc2ccc(OC)c(OC)c2OC)CC1	?	?	-8%
Cc1c(OCc2ccc(C(=O)O)cc2)ccc2c(-c3ccccc3)cc(=O)oc12	-20%	-17%	-18%
O=C(Cc1ccc(S(=O)(=O)N2CCCC2)s1)N1CCN(c2ccccc2)CC1	3%	-24%	-7%
Cc1nn(CCCC(=O)Nc2nccs2)c(C)c1[N+](=O)[O-]	-20%	-5%	-7%
COc1cccc(Nc2ncc3nc(-c4cccs4)c(=O)n(CCC#N)c3n2)c1	2%	-1%	-6%
Cc1cnc(NC(=O)COc2cccc3c2OC(C)(C)C3)s1	?	?	-6%
Cc1ccccc1CSCc1nc2ccccc2[nH]1	?	?	-5%
O=CN1CCN(CC(O)Cn2c3ccccc3c3ccccc32)CC1 (stereo not given)	-6%	15%	-6%
CCOCCCn1c(=NC(=O)c2cccs2)c(C#N)cc2c(=O)n3cccc(C)c3nc21	?	?	0%
COc1ccc([C@H]2CC(=O)C=C(c3cccc(NC(C)=O)c3)C2)cc1	-21%	-15%	-22%
Cc1cc(NC(=O)COc2ccc(Cl)cc2Cl)n(-c2ccccc2)n1	?	?	2%
O=C(O)CCCC[C@@H]1SC[C@@H]2NC(=O)N[C@@H]21	3%&3%	0%&0%	/
O=C(CN1C(=O)NC2(CCCC2)C1=O)NCc1ccc(F)cc1	-21%	-6%	0%

Compound activity from PubChem.
